CatB inh: human cathepsin B inhibitors, primary screen, biochemical, fluorogenic substrate | purified cathepsin B, fluorescence | inhibition, %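 (tested at 10 µM)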 | 63,000 compounds, 0.1% hits | AID 453, 2006; in the data active = inhibition above about 21%;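 note: 0% = enzyme with no compound and 100% = no enzyme blank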
CatB mix inh: cathepsin B inhibitors from pooled compounds, primary screen, biochemical, compound mixtures, AMC fluorescence. inhibition, %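 (ten-compound pools at 5 µM per compound and 50 µM total)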. Purified cathepsin B, AMC dipeptide fluorescence. AID 488, 2006. 62,000 compounds, 0.06% hits. P07858; in the data active = inhibition above about 22%, passing the limit was not always enough;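 note: 0% = enzyme without compound and 100% = no enzyme blank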
CatL block: inhibitors of human cathepsin L, biochemical | Procathepsin L (Homo sapiens), P07711 | purified cathepsin L, fluorogenic substrate, fluorescence | inhibition, %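 (tested at 10 µM)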 | 58,000 compounds, 0.17% hits | AID 460, 2006; in the data active = inhibition above about 45%;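 note: 0% = enzyme with no compound and 100% = no enzyme blank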
ROCK2 blocker: inhibitors of human ROCK2 kinase, primary screen, biochemical, high-throughput, luminescence; Rho-associated protein kinase 2 (Homo sapiens), O75116; inhibition, % at 6 µM; purified ROCK2, Kinase-Glo ATP depletion luminescence; 60,000 compounds, 0.35% hits;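 active = inhibition above the screen-wide mean inhibition plus 3 SD, cut at about 18% in these data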;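 note: plate controls were DMSO wells for no effect and Y-27632 control wells after no-enzyme background subtraction for full effect; many of its hits are not listed in these tables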
CatS inh: inhibitors of human cathepsin S, biochemical, compound mixtures; P25774; recombinant cathepsin S, AMC dipeptide fluorescence, pooled mixtures; inhibition, %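 (tested at 5 µM per compound within 10-compound mixtures)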; 62,000 compounds, 0.06% hits; AID 501, 2006; in the data active = inhibition above about 32%, passing the limit was not always enough;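 note: 0% = enzyme without compound and 100% = blank without enzyme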
Cathepsin G inh: human cathepsin G inhibitors, primary screen, biochemical, pooled compound mixtures, AMC fluorescence | purified enzyme, AMC-tetrapeptide fluorescence | inhibition, % at 5 µM (by protocol) | 62,000 compounds, 0.2% hits | AID 581, 2007;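 active = inhibition above 20% in each of the two mixture wells holding the compound; inactive = inhibition of 20% or less in either well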;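 note: 0% = enzyme control without mixture and 100% = blank lacking enzyme; strong numbers were not always called active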
Target sequence (P08311 21-244 limits assumed): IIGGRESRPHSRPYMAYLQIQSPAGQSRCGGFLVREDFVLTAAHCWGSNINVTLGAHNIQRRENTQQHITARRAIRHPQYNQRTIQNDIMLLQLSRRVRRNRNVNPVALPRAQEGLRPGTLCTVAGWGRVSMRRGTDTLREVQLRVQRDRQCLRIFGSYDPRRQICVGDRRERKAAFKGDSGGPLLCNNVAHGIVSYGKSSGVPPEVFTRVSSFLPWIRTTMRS
PKA inh: inhibitors of human PKA kinase activity, primary screen, biochemical, ATP-depletion luminescence, Kemptide substrate | cAMP-dependent protein kinase catalytic subunit alpha (Homo sapiens), P17612 | PKA Kemptide phosphorylation, Kinase-Glo ATP luminescence | inhibition, % at 6 µM | 65,000 compounds, 0.1% hits;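 active = inhibition above the screen-wide mean inhibition plus 3 SD, cut at about 21% in these data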; note: many of its hits are not listed in these tables
Her2 expr inh: inhibitors of Her2 protein expression, primary screen, SKBR-3 cells, AlphaScreen, 66K library; SKBR-3 HER2 protein level, 18-24 h; stronger effect = lower value; 65,000 compounds, 0.69% hits; Receptor tyrosine-protein kinase erbB-2 (Homo sapiens), P04626; HER2 level % of control, % at 10 µM;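 active = HER2 level under 5% of the carrier-only control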;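 note: 100% = DMSO carrier and 0% = 500 nM PU-H71 HSP90 inhibitor; lower value means stronger loss of Her2 protein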
C1s inh: complement C1s protease inhibitors, primary screen, biochemical, 10-compound mixtures | 62,000 compounds, 0.16% hits | AID 538, 2006 | purified C1s, fluorogenic AMC substrate, pooled mixtures | mean inhibition % of two 10-compound mixtures (stronger effect = higher value), % at 5 µM (by protocol);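 active = inhibition above 20% in each of the two 10-compound mixture wells holding the compound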;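 note: 0% = enzyme wells lacking compound mixture and 100% = no-enzyme blank wells; some compounds called inactive have numbers as strong as hits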
Target sequence (P09871 16-437 limits assumed): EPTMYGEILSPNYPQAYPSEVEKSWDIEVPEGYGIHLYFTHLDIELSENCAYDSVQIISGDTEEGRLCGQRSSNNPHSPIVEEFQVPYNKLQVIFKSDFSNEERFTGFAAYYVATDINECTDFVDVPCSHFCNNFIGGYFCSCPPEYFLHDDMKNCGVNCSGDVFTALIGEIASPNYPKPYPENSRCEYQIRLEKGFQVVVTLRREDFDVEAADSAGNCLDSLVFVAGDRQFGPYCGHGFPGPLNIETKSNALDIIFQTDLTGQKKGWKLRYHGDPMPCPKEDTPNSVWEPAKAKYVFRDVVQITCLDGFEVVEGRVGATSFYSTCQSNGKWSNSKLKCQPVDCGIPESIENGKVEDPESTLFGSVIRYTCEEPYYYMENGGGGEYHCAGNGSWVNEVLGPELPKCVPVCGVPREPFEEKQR
Target sequence (P09871 438-688 limits assumed): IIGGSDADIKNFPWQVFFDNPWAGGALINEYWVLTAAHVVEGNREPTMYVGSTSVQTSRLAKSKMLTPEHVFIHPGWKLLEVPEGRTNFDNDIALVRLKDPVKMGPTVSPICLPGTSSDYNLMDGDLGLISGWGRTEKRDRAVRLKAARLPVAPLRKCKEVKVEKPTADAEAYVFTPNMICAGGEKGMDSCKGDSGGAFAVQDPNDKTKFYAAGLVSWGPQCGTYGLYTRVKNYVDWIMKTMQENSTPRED
Numbers without * were called inactive. Some of the compounds tested; the hit share may differ from the screen's.

For O=C(Nc1nncs1)c1ccccc1Br the results were CatB inh -1, CatB mix inh 5, CatL block 2, ROCK2 blocker 4, CatS inh 11, Cathepsin G inh -1, PKA inh 6, Her2 expr inh 65 and C1s inh -2.
Cc1c(C(=O)N2CCCCC2)sc(N)c1C#N was read as CatB inh -1, CatB mix inh 6, CatL block 1, ROCK2 blocker 26*, CatS inh -2, Cathepsin G inh 2, PKA inh -2, Her2 expr inh 89 and C1s inh -33.
`CC(C)CC(OC(=O)c1cccs1)C(=O)NCc1ccco1` (stereo not given) gave CatB inh 6, CatB mix inh 5, CatL block 4, ROCK2 blocker 0, CatS inh 7, Cathepsin G inh -1, PKA inh -2, Her2 expr inh 88 and C1s inh 0.
`COc1ccc(NC(=O)c2ccccc2NC(=O)c2ccco2)c(OC)c1` gave CatB inh 2, CatB mix inh -5, ROCK2 blocker 2, CatS inh 5, Cathepsin G inh 17, PKA inh 6, Her2 expr inh 92 and C1s inh 16.
For c1ccc(OCc2nn3c(C4CCCCC4)nnc3s2)cc1 the results were CatB inh 3, CatL block -6, ROCK2 blocker 8, PKA inh 5 and Her2 expr inh 60.
Screening COc1ccc(C2(O)CCN(C(=O)c3ccc4c(c3)OCO4)CC2)cc1 returned CatB inh 3, CatB mix inh 1, CatS inh 3, Cathepsin G inh 8, PKA inh 6 and C1s inh -23.
Screening O=C(O)CCC1COc2ccccc2O1 (stereo not given) returned CatB inh 6, CatB mix inh 3, CatL block 6, ROCK2 blocker 9, CatS inh 3, Cathepsin G inh 9, PKA inh 15, Her2 expr inh 87 and C1s inh 9.
CCCCOc1ccc(NC(=O)Cn2c(=O)ccc3c(C)cc(C)nc32)cc1 was read as CatB inh 6, CatB mix inh 4, CatL block -2, CatS inh -5, Cathepsin G inh 10, PKA inh 8, Her2 expr inh 118 and C1s inh 17.
Cc1onc(-c2ccccc2Cl)c1C(=O)OCC(=O)c1ccc2c(c1)OCCO2 was read as CatB inh 6, CatB mix inh 0, CatL block 1, ROCK2 blocker 0, CatS inh -1, Cathepsin G inh 5, PKA inh 3, Her2 expr inh 75 and C1s inh 8.
For CN1CCN(c2nc3c(c(=O)n(C)c(=O)n3C)n2CCSc2nc3ccccc3s2)CC1 the results were CatB inh 2, CatB mix inh 2, CatL block -3, ROCK2 blocker -3, CatS inh 5, Cathepsin G inh 25, PKA inh -6, Her2 expr inh 90 and C1s inh 7.

The last 3 entries of the part above lead into the next:
CCCCOc1ccc(NC(=O)Cn2c(=O)ccc3c(C)cc(C)nc32)cc1 was read as CatB inh 6, CatB mix inh 4, CatL block -2, CatS inh -5, Cathepsin G inh 10, PKA inh 8, Her2 expr inh 118 and C1s inh 17.
Cc1onc(-c2ccccc2Cl)c1C(=O)OCC(=O)c1ccc2c(c1)OCCO2 was read as CatB inh 6, CatB mix inh 0, CatL block 1, ROCK2 blocker 0, CatS inh -1, Cathepsin G inh 5, PKA inh 3, Her2 expr inh 75 and C1s inh 8.
For CN1CCN(c2nc3c(c(=O)n(C)c(=O)n3C)n2CCSc2nc3ccccc3s2)CC1 the results were CatB inh 2, CatB mix inh 2, CatL block -3, ROCK2 blocker -3, CatS inh 5, Cathepsin G inh 25, PKA inh -6, Her2 expr inh 90 and C1s inh 7.
`O=C(CCC(=O)c1cccs1)OCc1nnc(-c2ccccc2)o1` gave CatB inh -2, CatB mix inh -2, CatL block -7, ROCK2 blocker 0, CatS inh -37, Cathepsin G inh 5, PKA inh 1, Her2 expr inh 120 and C1s inh 5.
`CCC1CCCCN1Cc1nc2c(c(=O)n(C)c(=O)n2C)n1Cc1ccccc1` (stereo not given) gave CatB inh 2, CatB mix inh -1, CatL block 3, ROCK2 blocker 3, CatS inh 0, Cathepsin G inh -7, PKA inh 3, Her2 expr inh 79 and C1s inh -46.
`Cn1nnnc1SCC(=O)N1CCN(c2ccccc2)CC1` gave CatB inh 2, CatB mix inh -14, CatL block 1, ROCK2 blocker 4, CatS inh -7, Cathepsin G inh 0, PKA inh 8, Her2 expr inh 105 and C1s inh -81.
O=C(Nc1ccc(CN2CCOCC2)cc1)c1cc2ccccn2n1 was read as CatB inh -2, CatB mix inh 4, CatL block 9, ROCK2 blocker 0, CatS inh 1, Cathepsin G inh 6, PKA inh 5, Her2 expr inh 82 and C1s inh 4.
For Cc1ccc2cc(CN(Cc3nnnn3Cc3ccco3)CC3CCCO3)c(=O)[nH]c2c1C (stereo not given) the results were CatB inh 1, CatB mix inh -2, CatL block -7, ROCK2 blocker 5, CatS inh -5, Cathepsin G inh 7, PKA inh 13, Her2 expr inh 107 and C1s inh 10.
Screening Cc1cccc(C2N(c3nccs3)C(=O)C3CCCN32)c1 (stereo not given) returned CatB inh 7, CatB mix inh 1, CatL block 13, ROCK2 blocker 5, CatS inh 8, Cathepsin G inh 12, PKA inh 6, Her2 expr inh 80 and C1s inh 7.
For COc1ccc(OC)c2[nH]c(=O)c(CCNC(=O)c3ccc(S(=O)(=O)N4CCCC4)cc3)cc12 the results were CatB inh 3, CatB mix inh 2, CatL block 20, ROCK2 blocker 6, CatS inh 5, Cathepsin G inh 11, PKA inh 6, Her2 expr inh 89 and C1s inh 5.
For COC(=O)[C@H](CCSC)NC(=O)Nc1cc(C)ccc1C the results were CatB inh -5, CatB mix inh 9, CatL block 1, ROCK2 blocker 1, CatS inh 16, Cathepsin G inh 1, PKA inh 4, Her2 expr inh 85 and C1s inh -1.
Screening CC(=O)N1CCc2cc(S(=O)(=O)Nc3ccccc3N3CCN(C)CC3)ccc21 returned CatB inh 3, CatB mix inh 0, CatL block 19, ROCK2 blocker 6, CatS inh 4, Cathepsin G inh 10, PKA inh 6, Her2 expr inh 104 and C1s inh 2.
For CCOC(=O)C1(O)CSc2nc3sc(C(=O)O)c(C)c3c(=O)n21 (stereo not given) the results were CatB inh -2, CatB mix inh 2, CatL block 2, ROCK2 blocker 0, CatS inh 5, Cathepsin G inh 0, PKA inh 4, Her2 expr inh 129 and C1s inh 0.
`COc1cccc(C(=O)N2CCN(S(=O)(=O)Cc3ccccc3)CC2)c1` gave CatB inh 1, CatB mix inh 3, CatL block -1, ROCK2 blocker 0, CatS inh 7, Cathepsin G inh 10, PKA inh 1, Her2 expr inh 73 and C1s inh 12.
`Fc1c(F)c(F)c(CSc2nc3ccccc3[nH]2)c(F)c1F` gave CatB inh -1, CatB mix inh 8, CatL block 2, ROCK2 blocker 3, CatS inh 6, Cathepsin G inh -2, PKA inh 5, Her2 expr inh 82 and C1s inh -10.
For COc1ccc(N2CCN(c3nc4c(c(=O)n(C)c(=O)n4C)n3Cc3ccccc3)CC2)cc1 the results were CatB inh 0, CatB mix inh -2, CatL block 3, ROCK2 blocker -1, CatS inh 12, Cathepsin G inh 5, PKA inh -5, Her2 expr inh 47 and C1s inh -2.
For COc1ccc(Cl)cc1S(=O)(=O)N1CCN(Cc2ccc3c(c2)OCO3)CC1 the results were CatB inh -1, CatB mix inh -6, CatL block 12, ROCK2 blocker 7, CatS inh 0, Cathepsin G inh 3, PKA inh 8, Her2 expr inh 106 and C1s inh -45.
For O=C(Cn1cccc1)Nc1ccc(F)cc1F the results were CatB inh 2, CatB mix inh 5, CatL block -5, ROCK2 blocker 7, CatS inh -3, Cathepsin G inh 11, PKA inh 8, Her2 expr inh 92 and C1s inh 2.
Cc1nnc(SCC(=O)N2CCc3ccccc32)s1 was read as CatB inh 2, CatB mix inh -2, CatL block -10, ROCK2 blocker -3, CatS inh -10, Cathepsin G inh -8, PKA inh 0, Her2 expr inh 171 and C1s inh -38.
For CCOC(=O)CSc1nc2ccc(NC(C)=O)cc2s1 the results were CatB inh 0, CatB mix inh -3, CatL block 40, ROCK2 blocker 5, CatS inh 9, Cathepsin G inh 11, PKA inh 10, Her2 expr inh 119 and C1s inh -2.
Screening CCCS(=O)(=O)N1CCN(c2ccccn2)CC1 returned CatB inh -6, CatB mix inh 3, CatL block -13, ROCK2 blocker 2, CatS inh -7, Cathepsin G inh -2, PKA inh 4 and C1s inh 2.
Screening CCCc1[nH]nc2c1C(c1ccc(O)cc1OCC)C(C#N)=C(N)O2 (stereo not given) returned CatB inh 13, CatB mix inh 0, CatL block 6, ROCK2 blocker -4, CatS inh 3, Cathepsin G inh 10, PKA inh 1, Her2 expr inh 69 and C1s inh 19.
`CC1CCCN(C(=O)C2CCN(CCCc3ccccc3)CC2)C1` (stereo not given) gave CatB inh 6, CatB mix inh -2, CatL block 11, ROCK2 blocker 5, CatS inh 11, Cathepsin G inh 13, PKA inh 11, Her2 expr inh 109 and C1s inh 15.
`COc1ccc(N2C(=O)NC3CC2(C)Oc2ccc(Cl)cc23)cc1OC` (stereo not given) gave CatB inh 0, CatB mix inh -2, CatL block 1, ROCK2 blocker 0, CatS inh -2, Cathepsin G inh 7, PKA inh -5, Her2 expr inh 81 and C1s inh -11.
`O=C(NCc1cccnc1)C1c2ccccc2C(=O)N1C1CCCC1` (stereo not given) gave CatB inh 1, CatB mix inh 0, CatL block 0, ROCK2 blocker 4, CatS inh -4, Cathepsin G inh 6, PKA inh 4, Her2 expr inh 97 and C1s inh 9.

High-throughput results: PubChem, several laboratories
